Compound activity: PubChem, National Center for Advancing Translational Sciences (NCATS)
Pf Dd2 growth – blocks in vitro growth of P. falciparum Dd2. P. falciparum Dd2 growth, SYBR Green, 72 h. Potency, µM (titrated, usually from 28.9 µM), for inactives: at the top dose activity, negative = inhibition, actives largely listed as inhibitors. actives 4.3% (n = 120,000). AID 1347417; active means well fitted inhibition curve with a large enough effect; inconclusive means small, poorly fitted or top-dose-only effect; inactive means no such curve, though single readings can be large or run the other way;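 further: plate controls were DMSO vehicle for no effect and reference drug for full effect; nearly all actives have a fitted effect of over 65% in size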
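Readout: SYBR Green fluorescence, 485 nm excitation, 535 nm emission, after ~16 h lysis at 37C. Before that, Dd2-infected red cells (2.5% hematocrit) grew 72 h with compound, 29 uM top final concentration.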
An asterisk follows results filed as active; i = inactive; ? = inconclusive; [ ] = remark or other dose. Potency means the concentration at half of the fitted maximal effect. A portion of the library. The share of hits here may be higher or lower than overall.

Sample of the layout (6 entries):
SMILES	Pf Dd2 growth
CC(=O)Nc1ccc2c(c1)nc1n2[C@@H](CNC(=O)NC(C)C)COC1	7%[44.1 µM]
COc1ccc(CN2CCC(C3CCN(S(C)(=O)=O)CC3)C2)cc1C (stereo not given)	i
COc1ccc(Cl)cc1N(C)C(=O)c1ccc2c(=O)n3c(nc2c1)CCCCC3	-11%
O=C(Cn1cccc1-c1nc(-c2ccc3c(c2)OCO3)no1)NCc1ccc(F)cc1F	12%
O=C1CC2(CCN(C(=O)c3ccc4c(c3)OCO4)CC2)Oc2cc(Cl)ccc21	i
CCn1ncc(C(=O)N2CC[C@@H]3CN(S(C)(=O)=O)[C@@H]3C2)c1C	17%

The list itself, previewed entries included:
SMILES	Pf Dd2 growth
CC(=O)Nc1ccc2c(c1)nc1n2[C@@H](CNC(=O)NC(C)C)COC1	7%[44.1 µM]
COc1ccc(CN2CCC(C3CCN(S(C)(=O)=O)CC3)C2)cc1C (stereo not given)	i
COc1ccc(Cl)cc1N(C)C(=O)c1ccc2c(=O)n3c(nc2c1)CCCCC3	-11%
O=C(Cn1cccc1-c1nc(-c2ccc3c(c2)OCO3)no1)NCc1ccc(F)cc1F	12%
O=C1CC2(CCN(C(=O)c3ccc4c(c3)OCO4)CC2)Oc2cc(Cl)ccc21	i
CCn1ncc(C(=O)N2CC[C@@H]3CN(S(C)(=O)=O)[C@@H]3C2)c1C	17%
O=C(N[C@H](Cc1ccccn1)C1CC(O)C1)c1cccc2c1NCCC2 (stereo not given in full)	-5%
Cc1cn2nc(C(=O)NCC3CCCO3)cc2c(=O)[nH]1 (stereo not given)	15%
COc1cccc(-c2cc(CNC(=O)C3COc4c(cccc4OC)C3)no2)c1 (stereo not given)	-2%
CCn1cc(C(=O)N2CC(COC)C3(CCNCC3)C2)cn1 (stereo not given)	-16%
Cn1ncc2c(C(=O)NC3CC3)cc(-c3cccnc3)nc21	-23%
COCCNC(=O)c1ccc(OC2CCN(Cc3ccc(C)s3)CC2)c(Cl)c1	6.3µM*
CC(=O)N1Cc2ccccc2OC2(CCN(C(=O)c3ccc4[nH]ccc4c3)CC2)C1	?
Cc1ccc(CSc2oc(-c3cccs3)nc2S(=O)(=O)c2ccccc2)cc1	20%
O=C(c1ccccc1)N1CCC(C(=O)O)(c2ccccc2)CC1	5%

Looked up one by one from the list above, 4 records:
SMILES	Pf Dd2 growth
CC(=O)Nc1ccc2c(c1)nc1n2[C@@H](CNC(=O)NC(C)C)COC1	7%[44.1 µM]
CCn1cc(C(=O)N2CC(COC)C3(CCNCC3)C2)cn1 (stereo not given)	-16%
COc1ccc(CN2CCC(C3CCN(S(C)(=O)=O)CC3)C2)cc1C (stereo not given)	i
CC(=O)N1Cc2ccccc2OC2(CCN(C(=O)c3ccc4[nH]ccc4c3)CC2)C1	?

Later entries.
SMILES	Pf Dd2 growth
N#Cc1cccc(C(=O)N2CC(COc3ccccc3)C3(C2)CN(c2ccccc2)C3)c1 (stereo not given)	?
CCOc1ccccc1C(=O)Nc1nc2c(s1)CC(C)CC2 (stereo not given)	?
CCn1cc(S(=O)(=O)NCCc2noc(COC)n2)cn1	29%
COc1ccc(CNc2ncncc2-c2nc(-c3ccccc3)no2)cc1	i
CCSc1nnc2c(n1)OC(c1ccc(C)s1)Nc1ccccc1-2 (stereo not given)	i
COCCOCC(=O)N1CCCN(C(=O)C2CC2)C(c2ccccc2)CC(=O)NCC1 (stereo not given)	19%
Cc1cccc(CSc2cn(CC(=O)N3CCCC3)c3ccccc23)c1	1%
CC(C)n1cnnc1CC1CCCN(C(=O)c2n[nH]c3ccccc23)C1 (stereo not given)	-3%
Cc1cc(C(=O)N2C[C@@H](CN(C)C)[C@@H](CO)C2)cs1	0%
CCCC(=O)N1Cc2ccccc2CC2(CCCN2Cc2ccncc2)C1 (stereo not given)	8.9µM*
CCOc1ccc(-c2cc3nc(C4CCN(C(=O)OC(C)(C)C)CC4)c(C(=O)Nc4ccc(C)c(F)c4)cn3n2)cc1	7.1µM*
O=C(C[C@@H]1CCNC[C@@H]1Cc1cc(-c2ccccc2)on1)NCCN1CCOCC1	-2%[44.1 µM]
COc1cccc(CN2CCNc3cnc(Nc4ccccc4)cc3C2)c1	i
Cc1ccc(CC(=O)N[C@@H]2CN(c3ccncn3)C[C@H]2CN(C)C)cc1	7%
CC1=C(C(=O)Nc2cccnc2)C(c2cccc(Br)c2)n2nc(SCc3ccccc3)nc2N1 (stereo not given)	?
COc1ccc(-c2cc(C(=O)NC3CC3)c3c(C4CCCN4)nn(C)c3n2)cc1 (stereo not given)	?
Cc1ccc(C)c(NC(=O)C2CCN(c3ncnc4c3nc3n4CCCCC3)CC2)c1	15%
CCc1ccc(-c2[nH]c3c(c2-c2c(-n4cccc4)n(C)c(=O)[nH]c2=O)c(=O)[nH]c(=O)n3C)cc1	71%[activator]
CN1CCN(C(=O)CCc2nc(C3CCCN3C(=O)NCCc3ccccc3)no2)CC1 (stereo not given)	-22%
CCc1noc(-c2cccn3c(CNC(=O)c4ccco4)nnc23)n1	?
Cc1cccc(NC(=O)CSc2nc3ccc(NC(=O)c4ccco4)cc3s2)c1	?
COc1ccc(C(=O)N2CCCc3nc(C)nc(-c4ccc(O)cc4)c3C2)cc1	-13%
COc1cc(OC)cc(-c2onc(C)c2C(=O)NCCCSC)c1	-10%
COCCN1C(=O)c2ccccc2C(C(=O)Nc2ccc(F)cc2)C12CCCCC2 (stereo not given)	-19%
CCCn1cnc2c1CN(S(C)(=O)=O)[C@H](C(=O)OC)C2	7%[44.1 µM]
CCOc1ccc(N(CC(=O)Nc2ccc(F)cc2F)S(=O)(=O)c2c(C)[nH]c(=O)[nH]c2=O)cc1	i
COc1cccc(-c2cc3c(=O)n(CCNC(=O)c4ccccc4)ccn3n2)c1	?
Cn1c(CNC(=O)C23CCCC=C2N(C2CCCC2)C(=O)CC3)nc2ccccc21 (stereo not given)	-1%
CCOc1ccccc1NC(=O)Cn1ncc2c(=O)oc3ccc(C)cc3c21	-8%
Cc1ccc(NC(=O)N2CCC(OC3CCN(S(C)(=O)=O)CC3)CC2)c(C)c1	10%
CCOc1ccc(-c2cc3c(=O)n(Cc4nc(-c5ccc(OC(C)C)cc5)oc4C)ccn3n2)cc1Cl	-14%
COCCN1C(=O)CC[C@]2(C(=O)NCc3ccco3)CCCC[C@@H]12	-23%
O=C1c2[nH]nc(-c3ccccc3)c2C(c2ccccc2)N1c1cccc(C(F)(F)F)c1 (stereo not given)	i
Cc1ccsc1CN1CC(C(=O)NCc2ccncc2)C2(CCOCC2)C1 (stereo not given)	i
O=C(COc1ccccc1[N+](=O)[O-])N1CCN(CCc2ccccn2)CC1	i
C=CCn1cc(CN(Cc2ccc(SC)cc2)C2CC2)c(C)n1	?
COC(=O)[C@H](Cc1ccc(OC)cc1)NC(=O)[C@H]1CN(S(=O)(=O)c2ccccc2)CCN1C(=O)NC1CCCCC1	11µM*
Clc1ccccc1C1(c2ccnc(C3CC3)n2)CCNCC1	2.2µM*
O=S(=O)(c1ccc(Cl)cc1)c1nnn2c1nc(NCc1ccc(F)cc1)c1ccccc12	117%[activator]
O=C1CCN(S(=O)(=O)c2ccccc2)CCCN(C(=O)c2ccco2)CCN1	-5%
Cc1ccc(C(=O)N2C[C@@H](Oc3ccccc3)C[C@H]2C(=O)NC2CC2)s1	12%
COc1cccc(NC(=O)CC2CCCN(c3cn[nH]c(=O)c3)C2)c1 (stereo not given)	i
CCN(CC)c1cc(C)c2cc(NC(=O)/C=C/c3cc(OC)c(OC)c(OC)c3)ccc2n1	1.1µM*
CCc1ccc2oc(-c3cc(NC(=O)C(C)C)cc(C)c3O)nc2c1	57%[activator]
CCOc1ccc(CCNC(=O)C2CCN(C(=O)N3CC(CC)Oc4ccc(C)cc43)CC2)cc1 (stereo not given)	?

Laid out differently: results already given
Molecule | Pf Dd2 growth
O=S(=O)(c1ccc(Cl)cc1)c1nnn2c1nc(NCc1ccc(F)cc1)c1ccccc12 | 117%[activator]
O=C1CCN(S(=O)(=O)c2ccccc2)CCCN(C(=O)c2ccco2)CCN1 | -5%

Remaining list, next part.
SMILES	Pf Dd2 growth
CCCN(CC1CCOC1)C(=O)c1ccc(C(F)(F)F)cc1 (stereo not given)	12%[5.79 µM]
Cc1cc2c(c(=O)n(-c3ccccc3)c(=O)n2CC(=O)Nc2cccc(F)c2)n1C	?
CN(CC(O)CO)c1ncc(C(C)(C)C(=O)O)c(N2CCOCC2)n1 (stereo not given)	-3%
CC1CCN(S(=O)(=O)c2cn(CC(=O)Nc3ccc(F)cc3)c(=O)c3ccccc23)CC1	i
O=Cc1cccc(N2CCN(C(=O)N3CCCCC3)CC2=O)c1	8%
CCc1ccccc1NC(=O)CN(c1ccc(OC)cc1)S(=O)(=O)c1c(C)n[nH]c1C	?
Cc1nc(-c2cccc(Cl)c2)n(CC(=O)Nc2ccc3c(c2)OCO3)c(=O)c1CCO	?
Cc1ccc(-c2nc(CS(=O)(=O)CC(=O)NCc3ccc(Cl)cc3)c(C)o2)cc1	5%
Cc1noc(C)c1-c1cc2c(c(-c3cccc(CO)c3)c1)C(=O)N(C)C2	?
Cc1nccn1CC(=O)N1C[C@@H](COCC2CC2)[C@H](c2ccccn2)C1	-6%
C[C@@H](NC(=O)c1cccn1C)c1c(-c2ccc(F)cc2)noc1C(=O)O	-17%[44.1 µM]
CC(Nc1ccc(-c2nc(-c3ccco3)no2)cc1[N+](=O)[O-])c1ccccc1 (stereo not given)	?
COc1ccc(CNC(=O)CN2C(=O)COc3ccc(S(=O)(=O)N4CCC(C)CC4)cc32)cc1	-12%
CC1(C(=O)O)CCN(C(=O)c2ccc(C(F)(F)F)cc2)CC1	9%
Cc1cccc(CC(=O)N2CC(=O)Nc3ccc(C)cc3C2c2ccc(F)cc2)c1 (stereo not given)	?
O=C(c1ccccc1)N1CCN2C(=O)N(Cc3ccccc3)C(=O)[C@H]2C1	i
O=C1OCCN1CCNc1ccc(-c2nc(-c3ccccc3F)no2)cn1	?
CCc1nn2c(=O)cc(COC(=O)c3ccc(NC(=O)COc4ccc(C)cc4)cc3)nc2s1	-18%
CC1CCN(C(=O)CN2c3ccc(C(C)C)cc3-c3ccccc3S2(=O)=O)CC1	?
O=C1N[C@@H]2CCN(S(=O)(=O)c3ccc(Cl)cc3)[C@@H]2C(=O)N1c1ccccc1	-23%[44.1 µM]
COc1ccc(NCc2cccn2-c2nnc(N3CCCCC3)s2)cc1OC	?
O=C(c1ccccc1OCC1CCCN(Cc2ccncc2F)C1)N1CCCCC1 (stereo not given)	?
CC(=O)N1CCC(C(=O)NCC2CCN(c3cc(-c4ccc(Cl)cc4)[nH]n3)CC2)CC1	i
CC(C)c1nc2c(c(-c3ccc(O)cc3)n1)CN(C(=O)Nc1ccccc1)CC2	i
Fc1cccc(C2CCCCCN2Cc2cn(-c3ccccc3)nn2)c1 (stereo not given)	?
Cn1nccc1CN1CC2(C1)NC(=O)c1ccccc1O2	-17%[44.1 µM]
Cn1nc2n(c1=O)CCN(C(=O)CC1=CCCCC1)CC2	2%
CCNC(=O)[C@@H]1C[C@H](NC(=O)c2ccc[nH]2)CN1C(=O)Cc1cc(C)no1	-13%
CCO[C@H]1C[C@@H](O)C12CCN(C(=O)c1cc(C(F)(F)F)[nH]n1)CC2	4%
O=C(CCCCn1c(=O)c2ccccc2n(Cc2cccc(F)c2)c1=O)NCc1ccc2c(c1)OCO2	?

Next section, starting with the last four of the part before.
SMILES	Pf Dd2 growth
Cn1nc2n(c1=O)CCN(C(=O)CC1=CCCCC1)CC2	2%
CCNC(=O)[C@@H]1C[C@H](NC(=O)c2ccc[nH]2)CN1C(=O)Cc1cc(C)no1	-13%
CCO[C@H]1C[C@@H](O)C12CCN(C(=O)c1cc(C(F)(F)F)[nH]n1)CC2	4%
O=C(CCCCn1c(=O)c2ccccc2n(Cc2cccc(F)c2)c1=O)NCc1ccc2c(c1)OCO2	?
COc1ccc(NC(=O)CCS(=O)(=O)c2nc(-c3ccc4c(c3)OCO4)cc(C(F)(F)F)n2)cc1OC	i
O=C(C1CC1)N1CCC(Cc2noc(-c3ccccc3)n2)C1 (stereo not given)	?
Cc1cccc(CSc2ncc(Cl)c(C(=O)Nc3nc4ccc(F)cc4s3)n2)c1	47%[activator]
O=C(NC1CCCN(c2cc(-c3ccc(F)cc3)[nH]n2)C1)c1ccc(F)cc1Cl (stereo not given)	i
CC(C)c1ccc(NC(=O)N[C@H]2CO[C@H]3[C@@H]2OC[C@H]3O)cc1	7%[44.1 µM]
CCOC(=O)C1=C(C)N=C2SC=C(CC(=O)NCC3CCCO3)N2C1c1ccccc1F (stereo not given)	i
CCCN1C(=O)C(Cc2nc3ccccc3c(=O)n2CC)c2cc(Br)ccc21 (stereo not given)	?
CCCNC(=O)OC[C@H]1C[C@@H]2CCN1C[C@@H]2c1cc(-c2cccs2)nc(C)n1	?
CCCn1cc(-c2ccncc2)cc1C(=O)N1CCN(c2ccccn2)CC1	?
O=C(c1cnc(N2CCOCC2)c2ccccc12)N1CCN(c2ccc(F)cc2)CC1	-3%
CC(=O)Nc1ccc(NC(=O)CN2C(=O)CCc3cc(S(=O)(=O)N4CCCCC4)ccc32)cc1	i
CC(C)C(C)NC(=O)C(NC(=O)c1ccccc1)C1CCN(C(=O)C2CCCC2)CC1 (stereo not given)	i
COc1ccccc1CN1CCc2nc(C(=O)Nc3ccccc3)oc2CC1	11µM*
CCc1cnc2c(c1SCc1ccccc1C)c(=O)n(C)c(=O)n2C	?
CCc1ccccc1N1C(=O)N(Cc2ccc(C#N)cc2)c2ccccc2S1(=O)=O	14%
CC(C)c1noc(-c2cccn3c(CNC(=O)c4cccc(F)c4)nnc23)n1	?
N#Cc1ccccc1CN1CCC2(CC1)CC(O)CCO2 (stereo not given)	19%
Cc1ccc(C2Cn3nnc(-c4noc(-c5ccccc5Cl)n4)c3CO2)cc1 (stereo not given)	-5%
COc1ccc(CC(=O)Nc2ccc3ncnc(N4CCCC4)c3c2)c(Cl)c1	-7%
O=C(COc1ccccc1)N1CCCC1c1nc(C2CCOCC2)no1 (stereo not given)	70%[activator]
O=c1c2c3c(nn2ccn1Cc1cc(F)cc(F)c1)CCCC3	?
